phage Ecoli inh: E. coli growth loss with phage present | 0.26% of 360,000 active | growth absorbance | inhibition, % at 11.9 µM; in the data active means inhibition above about 11%
Wnt act: activators of Wnt/beta-catenin signaling; Wnt/beta-catenin reporter cell assay, activator, plate reader; activation, % at 9.35 µM; 1.2% of 300,000 active; in the data active means activation above about 30%, passing the limit was not always enough;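 further: 0% = neutral control wells and 100% = positive control wells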
* hit, by the source's call. This is a subset; rates above refer to the full screens.

1: Cc1ccc(C(O)c2ncc(-c3cccc4ccccc34)[nH]2)cc1F (stereo unspecified)
2: COc1ccccc1-c1csc(C(O)c2ccc(F)c(F)c2)n1 (stereo unspecified)
3: COC(=O)[C@@]1(Sc2ccc(C)cc2)CC(=O)N[C@@H]1c1ccc(Br)cc1
4: CS(=O)(=O)N1CCCCC1c1cc(C(=O)Nc2ccc3c(c2)OCO3)no1 (stereo unspecified)
5: CCOC(=O)C1=CCN(S(C)(=O)=O)C1c1ccc(Cl)cc1 (stereo unspecified)
6: CC1(C(=O)Nc2ccc3c(c2)OCO3)CCN1C(=O)c1ccco1 (stereo unspecified)
entry no.	1	2	3	4	5	6
phage Ecoli inh	0.9	4.1	0.8	2.9	2.0	2.5
Wnt act	-0.4	1.1	-2.0	1.3	-2.0	0.0

7: Cc1cc(N2CCNC[C@H]2C)ccc1N1CCS(=O)(=O)CC1
8: CSc1c(N(C)C)c(=O)c1=S
9: CC1(C(=O)NS(=O)(=O)c2ccc(Cl)cc2)CCN1C(=O)c1ccccc1 (stereo unspecified)
10: COc1cc(C(O)c2nc(/C=C/c3ccccc3)cs2)ccc1F (stereo unspecified)
11: COC(=O)[C@@]12C[C@@H](CC(=O)NCc3ccccc3)C(=O)N(Cc3ccc4c(c3)OCO4)C1=CCC(C)(C)C2
12: CCOC(=O)[C@]12CCC=C1N(Cc1ccccc1)C(=O)[C@H](CC(=O)N1CCOCC1)C2
entry no.	7	8	9	10	11	12
phage Ecoli inh	1.6	3.1	3.0	3.5	0.9	-2.8
Wnt act	-3.2	-0.8	-4.4	-0.4	-3.4	-1.9

13: COc1cc(OC)cc(-c2noc([C@H]3C[C@H](O)[C@@H](CO)O3)n2)c1
14: COC(=O)[C@@]12C[C@@H](CC(=O)NCC3CCCCC3)C(=O)N(CCc3ccc(OC)c(OC)c3)C1=CCC(C)(C)C2
15: COC(=O)C[C@@H]1CC[C@@H](NC(=O)Nc2cc(F)ccc2F)[C@@H](CO)O1
16: COc1ccc(-c2coc3c(C(=O)NCC4CC4)cccc23)c(C)c1
17: COc1ccc(F)cc1-c1cc(C(=O)NC2CCCCC2)[nH]n1
18: CC1(C(=O)Nc2ccc3c(c2)OCCO3)CSCC(=O)N1CC(F)(F)F (stereo unspecified)
entry no.	13	14	15	16	17	18
phage Ecoli inh	2.1	1.4	2.9	3.5	2.8	1.1
Wnt act	3.4	-4.4	3.5	-3.8	2.4	7.6

19: CC1(C(=O)NS(=O)(=O)c2ccccc2)CCN1C(=O)C/C=C/c1ccccc1 (stereo unspecified)
20: C[C@@H]1CN([C@@H](C)CO)C(=O)CCCn2cc(nn2)CO[C@H]1CN(C)C(=O)Nc1ccc2c(c1)OCO2
21: CCCCn1nnnc1C(c1ccccc1)N1CCN(c2ccc(F)cc2)CC1 (stereo unspecified)
22: O=C(NCc1ccccc1)C(c1ccccc1F)n1c(=O)c(-c2cc3ccccc3[nH]2)nc2ccccc21 (stereo unspecified)
23: O=C(NC(c1ccc2c(c1)OCO2)c1ccccn1)C1CCN(CCOc2ccc(Cl)cc2Cl)CC1 (stereo unspecified)
24: O=C(N[C@@H](Cc1cccnc1)C(=O)N1CCC[C@H]1C(=O)NCCc1ccccc1Cl)c1ccc(Cl)cc1Cl
entry no.	19	20	21	22	23	24
phage Ecoli inh	13.4*	2.3	0.9	3.6	1.8	0.5
Wnt act	0.4	2.2	-2.4	-2.7	-0.3	0.7

25: CC1(C(=O)Nc2ccc3c(c2)OCO3)CCN1C(=O)CCc1ccc(Cl)cc1Cl (stereo unspecified)
26: C=CCNc1ncnc2c1ncn2[C@H]1CN(Cc2ccc(-c3ccccc3)cc2)C[C@@H](CO)O1
27: Cc1cc(F)ccc1C(O)c1ncc(-c2ccc(Cl)cc2)[nH]1 (stereo unspecified)
28: CCCCc1c(-c2ccc(OC)cc2)ncn1CCc1ccccc1OC
29: CC(C)C[C@H]1CNC(=O)C(=O)N1C[C@@H]1CCCN1C[C@H](Cc1ccccc1)N1C[C@H](Cc2ccccc2)N(CCc2ccccc2)C(=O)C1=O
30: COC(=O)C1=C(C)N(C)C(=NCc2ccc(C(F)(F)F)cc2)NC1c1ccc(Cl)cc1 (stereo unspecified)
entry no.	25	26	27	28	29	30
phage Ecoli inh	4.0	-0.2	3.7	-1.0	0.1	2.7
Wnt act	-7.2	-1.8	-2.2	-10.3	-2.3	-8.9

31: CCOC(=O)N1CCN(C(c2ccnc3ccccc23)c2nnnn2-c2c(C)cccc2C)CC1 (stereo unspecified)
32: COc1ccc(Cc2c(-c3ccc(Cl)cc3)nc3c(C)cc(Br)cn23)c(C)c1
33: COC(=O)C1=C(C)N(C)C(=NCc2cc(OC)c(OC)c(OC)c2)NC1c1cccc(C(F)(F)F)c1 (stereo unspecified)
34: CCCS(=O)(=O)NC(=O)C1(C)CCN(C(=O)CSc2ccccc2)C1 (stereo unspecified)
35: C/C=C/c1cccc(-c2nc(C(=O)NC3CCC3)cc3c2[C@H](CCO)N(S(=O)C(C)(C)C)C3)c1 (stereo partly specified)
36: Cn1cc(-c2csc(C(O)c3ccc(F)c(F)c3)n2)cn1 (stereo unspecified)
entry no.	31	32	33	34	35	36
phage Ecoli inh	0.9	2.9	4.1	3.2	1.0	0.5
Wnt act	-3.5	0.2	-0.7	-0.9	-1.4	-1.0

37: COC(=O)C1=C(C)N(Cc2ccc(Br)cc2)C(=S)NC1c1cccc(OC)c1 (stereo unspecified)
38: OC(c1cccc(CN2CCCCC2)c1)c1ncc(-c2cccc3ccccc23)[nH]1 (stereo unspecified)
39: CC(C)C(=O)N1CCCC1(C)C(=O)Nc1ccc(-n2cncn2)cc1 (stereo unspecified)
40: CCOC1=C2[C@@H](CN(S(=O)(=O)c3ccc(C)cc3)[C@H]2c2cccc3ccccc23)[C@H]2C(=O)N(C)C(=O)[C@H]2C1
41: CC(C)NC(=O)c1ccc(-c2ccc(F)c(F)c2)c2ccoc12
42: O=C(NCc1cccc(Cl)c1)C1Cc2c(-c3ccccc3)ccnc2O1 (stereo unspecified)
entry no.	37	38	39	40	41	42
phage Ecoli inh	2.3	0.2	3.6	1.0	1.8	2.3
Wnt act	-4.2	-3.0	-0.8	-1.3	4.8	-0.6

43: COCCN1C(=O)COc2ccccc2C1C(=O)NCc1ccccc1 (stereo unspecified)
44: CC(C)[C@H](NC(=O)OC(C)(C)C)c1cc(C(=O)NC2CC2)c(N)s1
45: CCCOc1ccc(F)cc1-c1cc(C(=O)NCc2ccco2)[nH]n1
46: N#CCc1ccc(-c2cccc3nccn23)cc1
47: Cc1cc(C)cc(CC(=O)N2CCC2(C)C(=O)NS(=O)(=O)c2cccc(F)c2)c1 (stereo unspecified)
48: CCOC(=O)C1(C)CCCN(C(=O)c2ccc(OC)cc2OC)C1 (stereo unspecified)
entry no.	43	44	45	46	47	48
phage Ecoli inh	1.0	-1.7	3.3	3.2	3.0	2.5
Wnt act	0.8	-4.3	-5.1	-0.1	-1.0	-0.7

49: OC(c1cc(F)cc(Cl)c1)c1ncc(-c2ccc(Cl)cc2)[nH]1 (stereo unspecified)
50: O=C1NC[C@@H](CCCCN2C[C@H](Cc3ccccc3)N(CCC3CCCCC3)C(=O)C2=O)N(CCc2ccccc2)C1=O
51: O=C(/C=C(\Nc1ccc(Br)c(F)c1)c1ccccc1)c1ccccc1
52: CC(O)(c1cccc(F)c1)c1nc(-c2ccc(S(C)(=O)=O)cc2)cs1 (stereo unspecified)
53: COCCNc1nc(NCc2ccc(NC(C)=O)cc2)c2sc(-c3ccccc3)cc2n1
54: C[C@@H]1CN([C@@H](C)CO)C(=O)CCCn2cc(nn2)CO[C@H]1CN(C)C(=O)Nc1ccc(-c2cccs2)cc1
entry no.	49	50	51	52	53	54
phage Ecoli inh	4.0	-0.2	0.8	2.5	1.4	0.8
Wnt act	0.8	-0.4	2.0	-1.3	-2.1	-2.2

55: CCOc1ccc(CCN2C(=O)C(=O)N([C@@H](Cc3ccccc3)CN3CCC[C@H]3CN3C(=O)C(=O)NC[C@@H]3Cc3ccccc3)C[C@@H]2Cc2ccccc2)cc1
56: Cc1cc(C)c(S(=O)(=O)NN=C2c3ccccc3[C@H]3Cc4csc[n+]4[C@@H]23)c(C)c1
57: Cc1[nH]c2ccccc2c1CCCO
58: Cc1noc(C)c1-c1ccc(C(=O)NCCc2ccccc2)c2occc12
59: Cc1cc2nc(C3CCCCC3)c(Cc3ccsc3)n2c(C)c1Br
60: C[C@@H]1ON(C)[C@H]2C[C@H]3c4cc(-c5ccc(F)cc5)ccc4CCN3C[C@@H]12
entry no.	55	56	57	58	59	60
phage Ecoli inh	6.9	1.2	3.5	2.1	0.4	2.5
Wnt act	-1.9	-2.3	0.9	10.6	-1.7	-2.9

61: CC(C)Nc1nc(NCc2ccccc2)c2sccc2n1
62: Cc1ccc(Cc2c(C3CCCCC3)nc3ccc(Cl)cn23)cc1
63: COc1ccc(NC(=O)C2(C)Cc3c(-c4ccc(C(N)=O)cc4)ccnc3O2)cc1 (stereo unspecified)
64: CC(C)C(=O)N1CCCC1(C)C(=O)NCc1ccc(Cl)cc1 (stereo unspecified)
65: CC1(C(=O)NS(=O)(=O)c2ccccc2C(F)(F)F)CCN1C(=O)COc1ccc(Cl)cc1 (stereo unspecified)
66: CCOC(=O)C1=C(C(=O)OCC)C2N(Cc3ccc(Br)cc3)c3ccccc3[C@@]23C[C@@H](C(=O)OC)N(S(=O)(=O)c2ccc(F)cc2)C3=N1 (stereo partly specified)
entry no.	61	62	63	64	65	66
phage Ecoli inh	0.4	4.0	2.5	3.2	3.2	0.2
Wnt act	3.0	6.1	-4.4	1.0	1.9	-2.7

Ten compounds out of the list, ordered by number of heavy atoms, rising:
61: CC(C)Nc1nc(NCc2ccccc2)c2sccc2n1
64: CC(C)C(=O)N1CCCC1(C)C(=O)NCc1ccc(Cl)cc1 (stereo unspecified)
41: CC(C)NC(=O)c1ccc(-c2ccc(F)c(F)c2)c2ccoc12
52: CC(O)(c1cccc(F)c1)c1nc(-c2ccc(S(C)(=O)=O)cc2)cs1 (stereo unspecified)
9: CC1(C(=O)NS(=O)(=O)c2ccc(Cl)cc2)CCN1C(=O)c1ccccc1 (stereo unspecified)
4: CS(=O)(=O)N1CCCCC1c1cc(C(=O)Nc2ccc3c(c2)OCO3)no1 (stereo unspecified)
47: Cc1cc(C)cc(CC(=O)N2CCC2(C)C(=O)NS(=O)(=O)c2cccc(F)c2)c1 (stereo unspecified)
22: O=C(NCc1ccccc1)C(c1ccccc1F)n1c(=O)c(-c2cc3ccccc3[nH]2)nc2ccccc21 (stereo unspecified)
entry no.	61	64	41	52	9	4	47	22
phage Ecoli inh	0.4	3.2	1.8	2.5	3.0	2.9	3.0	3.6
Wnt act	3.0	1.0	4.8	-1.3	-4.4	1.3	-1.0	-2.7

29: CC(C)C[C@H]1CNC(=O)C(=O)N1C[C@@H]1CCCN1C[C@H](Cc1ccccc1)N1C[C@H](Cc2ccccc2)N(CCc2ccccc2)C(=O)C1=O
55: CCOc1ccc(CCN2C(=O)C(=O)N([C@@H](Cc3ccccc3)CN3CCC[C@H]3CN3C(=O)C(=O)NC[C@@H]3Cc3ccccc3)C[C@@H]2Cc2ccccc2)cc1
entry no.	29	55
phage Ecoli inh	0.1	6.9
Wnt act	-2.3	-1.9

Following part.
67: CCc1nc2c(OCc3ccc(F)c(F)c3)cccn2c1N(C)C(=O)c1cccs1
68: COc1ccc(NC(=O)c2cc(C3CCCCN3C(=O)c3cc(F)ccc3C)on2)c(C)c1 (stereo unspecified)
69: C=C[C@H]1C(C(=O)OCC)=CC[C@@H](c2ccccc2)N1S(=O)(=O)c1ccc(C)cc1
70: O=S1(=O)CC(N2CCN(CCO)CC2)CN1Cc1cn(Cc2ccccc2C(F)(F)F)nn1 (stereo unspecified)
71: COC(=O)c1cc2c(c3c4cc(C)ccc4n(S(=O)(=O)c4ccc(C)cc4)c13)C(=O)N(Cc1ccccc1OC)C2
72: COc1ccc(-c2ccc3c(c2)c(Sc2ccccc2)c(-c2ccccc2)n3C)cn1
entry no.	67	68	69	70	71	72
phage Ecoli inh	-0.5	0.5	-0.7	1.0	3.2	4.3
Wnt act	-0.7	-3.3	-1.4	-0.8	-4.3	-9.8

73: COc1cccc(CNC(=O)[C@H]2CCCN2C(=O)C2CCCN2C(=O)c2ccc(OC)c(F)c2)c1 (stereo partly specified)
74: COc1ccc(-c2ccc(C(=O)NCc3ccncc3)c3occc23)c(C)c1
75: Cc1ccc2nc(C3CCCCC3)c(CC(C)(C)C)n2c1
76: COc1ccc(-c2csc(C(O)c3ccc(F)cc3)n2)cn1 (stereo unspecified)
77: COc1ccc(-c2csc(C(O)c3ccc(F)c(OC)c3)n2)cn1 (stereo unspecified)
78: CCNC(=O)Nc1ccc2c(c1)c(=O)n(C)n2Cc1ccc(Cl)cc1
entry no.	73	74	75	76	77	78
phage Ecoli inh	2.0	1.1	2.9	1.9	-0.7	2.3
Wnt act	0.6	-2.6	13.4	-0.3	-2.4	3.3

79: CC(C)c1ccc(O)c(=O)cc1
80: COc1ccc(OCCN2CCC(C(=O)NC(c3ccccn3)c3ccccc3OC)CC2)cc1 (stereo unspecified)
81: CCc1nc2c(OCc3ccc(C#N)cc3)cccn2c1N(C)C(=O)c1ccc(C)cc1
82: COC(=O)C1=C(C)N(Cc2ccccc2C(F)(F)F)C(=NCc2ccc(C(F)(F)F)cc2)NC1CCc1ccccc1 (stereo unspecified)
83: CN(C)c1ccc(CC(=O)N2CCCC(c3cc(C(=O)Nc4ccc(C(C)(C)C)cc4)no3)C2)cc1 (stereo unspecified)
84: C[C@H]1COc2cc(N3CCCCC3)ccc2S(=O)(=O)N1
entry no.	79	80	81	82	83	84
phage Ecoli inh	-2.5	0.9	3.1	5.0	3.8	2.4
Wnt act	13.3	1.3	-5.5	-24.6	-7.2	1.5

Screening results (PubChem)
